G9a inh = G9a (human) methyltransferase inhibition. 350,000 tested, 8.8% active. Q96KQ7. AID 504332. G9a H3K9 monomethylation, AlphaScreen, 2 h. Potency, µM (top dose mostly 102 µM), for the others: at the top dose activity, negative = inhibition, most hits filed as inhibitors; also: potency is read from the fitted curve at half-maximal effect; % is scaled to controls: 0 for no effect and ±100 for the full control effect; nearly all actives have a fitted effect of over 75% in size
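G9a (20 nM) was preincubated 15 min with compound, then reacted 2 h at room temperature with 500 nM biotin-H3K9 peptide and 20 µM SAM. Monomethyl-H3K9 detected by AlphaScreen using anti-H3K9me1 antibody.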
Pol eta inh = blocks human DNA polymerase eta activity; AID 588591; Q9Y253; 390,000 tested, 1.2% active; recombinant Pol eta, fluorescent DNA replication assay; Potency, µM (titrated, usually from 114 µM), for inactives: at the highest dose activity change, negative = inhibition, most hits filed as inhibitors; also: potency is read from the fitted curve at half-maximal effect; % is scaled to controls: 0 for no effect and ±100 for the full control effect
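Pol eta (10 nM) was preincubated with compounds for 15 min at room temperature, after which fluorescent replication substrate (50 nM final) was added to start the reaction. Fluorescence was read kinetically at 0 and 10 min.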
JMJD2A Tudor = blocks the human JMJD2A Tudor domain; Potency, µM (titrated, usually from 114 µM), inactives show top-dose activity change, negative = inhibition, usual class: inhibitors; O75164; AlphaScreen JMJD2A-Tudor / H3K4me3 peptide binding; AID 504339; 390,000 tested, 4.4% active; also: potency is read from the fitted curve at half-maximal effect; % is scaled to controls: 0 for no effect and ±100 for the full control effect; nearly all actives have a fitted effect of over 50% in size
HP1b binding inh = HP1-beta chromodomain-methylated histone interaction inhibition; P83916; AlphaScreen HP1-beta / biotin-H3K9me3 peptide binding; Potency, µM (series often up to 114 µM), inactives show at the highest dose activity change, negative = inhibition, usual class: inhibitors; 390,000 tested, 0.56% active; AID 540317; also: potency is read from the fitted curve at half-maximal effect; nearly all actives have a fitted effect of over 70% in size; inactives centre near 23
Target sequence (P83916 whole entry, looked up): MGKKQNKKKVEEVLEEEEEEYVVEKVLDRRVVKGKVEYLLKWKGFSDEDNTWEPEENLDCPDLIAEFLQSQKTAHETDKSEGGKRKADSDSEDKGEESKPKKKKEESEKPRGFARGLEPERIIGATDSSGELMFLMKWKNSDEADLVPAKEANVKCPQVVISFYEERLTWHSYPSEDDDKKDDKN
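Compound inhibition of the preformed complex between 50 nM HP1-beta and 50 nM biotinylated H3K9me3 peptide was read by AlphaScreen. Buffer was PBS pH 7.4 with 0.01% Tween-20. Incubations ran 30 min at room temperature, with 10 ug/mL donor/acceptor beads.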
Tb PGK inh = blocks T. brucei phosphoglycerate kinase. P07378. PGK/GAPDH coupled, Kinase-Glo luminescence, 60 min. Potency, µM (doses to about 57.5 µM), without a hit: at the top dose activity change, negative = inhibition, usual class: inhibitors. 380,000 tested, 0.043% active. AID 602233; also: potency is read from the fitted curve at half-maximal effect; % is scaled to controls: 0 for no effect and ±100 for the full control effect; nearly all actives have a fitted effect of over 60% in size
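Recombinant glycosomal PGK reaction used 1,3-bisphosphoglycerate generated in-well by GAPDH (100nM final) in 100mM TEA pH 7.6, 5mM MgCl2, 0.01% Tween-20. After 60 minutes at room temperature, ATP was read by Kinase-Glo Plus luminescence end-point.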
GLS inhibitor = inhibitors of human glutaminase (GLS); O94925; GLS enzymatic activity, qHTS titration; Potency, µM (series often up to 45.5 µM), without a hit: at the highest dose activity change, negative = inhibition, actives largely listed as inhibitors; 410,000 tested, 0.21% active; also: potency is read from the fitted curve at half-maximal effect; % is scaled to controls: 0 for no effect and ±100 for the full control effect
Target sequence (O94925 whole entry, looked up): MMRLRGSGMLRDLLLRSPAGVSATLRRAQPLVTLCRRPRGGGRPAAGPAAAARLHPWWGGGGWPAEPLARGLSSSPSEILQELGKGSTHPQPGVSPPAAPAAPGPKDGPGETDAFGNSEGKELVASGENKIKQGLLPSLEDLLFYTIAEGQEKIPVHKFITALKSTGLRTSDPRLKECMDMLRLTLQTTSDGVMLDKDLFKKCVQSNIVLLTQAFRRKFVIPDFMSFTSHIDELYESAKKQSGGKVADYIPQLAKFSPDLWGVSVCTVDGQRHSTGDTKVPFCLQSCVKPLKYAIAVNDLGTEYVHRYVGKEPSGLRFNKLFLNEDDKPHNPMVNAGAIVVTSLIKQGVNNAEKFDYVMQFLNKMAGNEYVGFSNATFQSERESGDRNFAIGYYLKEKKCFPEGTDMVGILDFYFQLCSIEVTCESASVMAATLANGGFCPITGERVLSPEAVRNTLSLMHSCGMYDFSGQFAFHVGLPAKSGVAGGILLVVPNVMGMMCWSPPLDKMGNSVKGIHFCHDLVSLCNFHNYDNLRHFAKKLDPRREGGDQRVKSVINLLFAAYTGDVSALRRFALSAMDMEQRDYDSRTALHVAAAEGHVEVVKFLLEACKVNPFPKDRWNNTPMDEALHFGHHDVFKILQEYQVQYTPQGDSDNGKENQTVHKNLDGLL
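Compounds were pin-transferred onto hKGA, after which L-glutamine (1 mM solution) and a detection mix of glutamate oxidase, HRP and Amplex Red were added. Initial and 30 min RT fluorescence reads were collected.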
BAZ2B block = blocks human BAZ2B; Q9UIF8; AlphaScreen BAZ2B-H3K14Ac peptide displacement; Potency, µM (titrated, usually from 114 µM), without a hit: at the highest dose activity change, negative = inhibition, hits mostly inhibitors; 360,000 tested, 4.4% active; also: potency is read from the fitted curve at half-maximal effect; % is scaled to controls: 0 for no effect and ±100 for the full control effect; nearly all actives have a fitted effect of over 60% in size
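Complex of BAZ2B and biotin-H3K14Ac (50 nM apiece) forms over 30 min at RT, then faces library compounds up to 110 uM for another 30 min; AlphaScreen beads added, 20 min dark incubation, luminescence read.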
Pin1 inh = blocks the human prolyl isomerase Pin1; Q13526; Pin1 FP peptide displacement, HiFluor488, 10 min; Potency, µM (series often up to 115 µM), without a hit: at the highest dose activity, negative = inhibition, hits mostly inhibitors; 390,000 tested, 0.009% active; active = well fitted inhibition curve with a large enough effect in the polarisation, with a control signal flat, not every such curve was filed as active; inconclusive = small, poorly fitted or top-dose-only effect, or effect the other way, or a change in a side signal; inactive = no such curve, though single readings can be large or run the other way; the % refers to the polarisation; also: potency is read from the fitted curve at half-maximal effect; % is scaled to controls: 0 for no effect and ±100 for the full control effect
Target sequence (Q13526 whole entry, looked up): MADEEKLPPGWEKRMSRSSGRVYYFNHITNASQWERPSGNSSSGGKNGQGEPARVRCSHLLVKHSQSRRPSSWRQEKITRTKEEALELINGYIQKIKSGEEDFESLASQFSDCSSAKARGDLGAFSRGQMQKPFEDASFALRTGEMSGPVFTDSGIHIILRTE
PI4K2A block = inhibitors of human PI4K2A. Q9BTU6. purified PI4K2A, ADP-Glo luminescence, 1 h; hits give low values. activity change, negative = inhibition, % at 76.9 µM. 420,000 tested, 0.13% active. AID 1346378; in the data active = activity change below about -50%; inconclusive = mostly about -30% to -49%;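 also: -100% = wells without enzyme as full effect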
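In this quantitative HTS, ADP production by PI4K2A was quantified luminescently after 1 h at ambient temperature; 100 microM adenosine served as plate-quality control.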
Active calls of the source: *; i = inactive; ? = inconclusive; nt = not tested or not shown; & = joins results of further samples; [ ] = remark or other dose. Unless noted, calls follow the shape of the dose curve; as a rule, active = well fitted curve in the direction sought with a large enough effect; inconclusive = small, poorly fitted or top-dose-only effect, or another doubt; inactive = no such curve, though single readings can be large; an effect the other way counts as inactive or inconclusive. The list is partial, so the mix of outcomes need not match the whole.

The opening 2 compounds (preview)
G9a inh	Pol eta inh	JMJD2A Tudor	HP1b binding inh	Tb PGK inh	GLS inhibitor	BAZ2B block	Pin1 inh	PI4K2A block	SMILES
11%[12.7 µM]	-12%	5%[11.4 µM]	?	-2%	-8%	-9%	9%	-1	COc1ccc(-c2nn(-c3ccccc3)cc2/C=N/NC(=O)c2ccc(Br)o2)cc1
-5%[2.33 µM]	-14%	-4%	50%[activator]	-8%	-13%	2%	6%	4	O=C(Cc1cccc2ccccc12)Nc1c(F)cccc1F

The listing, previewed entries included:
G9a inh	Pol eta inh	JMJD2A Tudor	HP1b binding inh	Tb PGK inh	GLS inhibitor	BAZ2B block	Pin1 inh	PI4K2A block	SMILES
11%[12.7 µM]	-12%	5%[11.4 µM]	?	-2%	-8%	-9%	9%	-1	COc1ccc(-c2nn(-c3ccccc3)cc2/C=N/NC(=O)c2ccc(Br)o2)cc1
-5%[2.33 µM]	-14%	-4%	50%[activator]	-8%	-13%	2%	6%	4	O=C(Cc1cccc2ccccc12)Nc1c(F)cccc1F
nt	-8%	-10%	2%	-3%	-3%	nt	-14%	-9	O=C(COC(=O)C12CC3CC(CC(O)(C3)C1)C2)Nc1ccc(Cl)c(S(=O)(=O)N2CCOCC2)c1
2%[0.501 µM]	5%	-5%	16%	-7%	16%	-1%	-1%	16	CC(=O)Oc1ccc2nc(-c3cccs3)oc(=O)c2c1
10%	-11%	-2%	33%	-2%	-2%	-7%	-4%	10	O=C(Nc1ccc(C(F)(F)F)cc1)c1ccc2nc[nH]c2c1
nt	-5%	nt	nt	8%	-4%	nt	nt	-7	CC1=C(C(=O)N(C)C)CC(CC(=O)NCCCN(C)C)C(=O)N1CCC1=CCCCC1 (centres undefined)
103%[activator]	-15%	72%[activator]	121%[activator]	-6%	-6%	36%	25%	-4	Cc1ccc(S(=O)(=O)N2c3ccccc3CC2C)cc1 (centres undefined)
nt	6%	-5%	56%[activator]	-2%	10%	-5%	-1%	-6	COCCCn1c(=O)c2sccc2n2c(CCCC(=O)NCc3ccccc3OC)nnc12
?	-11%	-4%	64%[activator]	i	-1%	-1%	?	9	N#Cc1cnc(SCCc2ccccc2)nc1N
0%[59 µM]	-18%	-25%	20%	1%	-3%	-15%	?	5	COc1cccc(NC(=O)/C(C#N)=C/c2c(C)n(Cc3ccccc3)c3ccccc23)c1
13%[59 µM]	-13%	?	?	i	25%	-30%	?	-11	COc1ccc(-c2c(-c3ccc(OCC(=O)NN)cc3O)n[nH]c2C(F)(F)F)cc1
12%	-16%	-14%	34%	-4%	0%	-30%	4%	2	COc1cccc(SCC(=O)N2CCN(c3ccccc3)CC2)c1
nt	-8%	-7%	35%	i	-7%	nt	6%	-1	O=C(Cc1cccc(NC(=O)C2CCN(C(=O)CCc3ccccc3)CC2)c1)Nc1cccc(C(=O)N2CCOCC2)c1
50µM*	-13%	-35%	-20%	-12%	5%	?	?	-8	CCC(C)(C)C(=O)Nc1ncc(S(=O)(=O)c2ccc([N+](=O)[O-])cc2)s1
?	6%	-20%	11%	-5%	-14%	-24%	4%	1	O=C1Nc2cc(C(=O)NCCCN3CCOCC3)ccc2S/C1=C/c1ccccc1F
40%	-16%	23%	70%[activator]	-2%	-13%	13%	?	8	COc1cc(C2CC(c3c(C)cc(C)[nH]c3=O)=NN2c2ccccc2F)cc(OC)c1OC (centres undefined)
-5%[59 µM]	-3%	-18%	2%	-2%	-1%	7%	2%	6	Cc1ccc(NC(=O)C2(N(CC(C)C)C(=O)Cn3nnnc3N)CCCCC2)cc1
35µM*	-12%	-20%	9%	-5%	18%	-4%	6%	-1	CCN(CC)S(=O)(=O)c1ccc(N2CCCC2)c(NC(=O)c2ccc(N3CCCC3=O)cc2)c1
-2%	-21%	-2%	39%[activator]	-5%	-3%	-20%	?	-1	COCc1c(C(=O)N/N=C/c2c[nH]c3ccccc23)nnn1-c1nonc1N
7%[59 µM]	-14%	-35%	-8%	-4%	7%	-11%	-3%	3	COc1cc(/C=N\NC(=O)c2ccc(Cn3nc([N+](=O)[O-])c(Cl)c3C)o2)ccc1O
44%	-1%	?	38%	1%	11%	-11%	6%	0	CC1=NN(c2nc(C)cc(C)n2)C(=O)C1CCC(C)C (centres undefined)
3%[59 µM]	-3%	-26%	4%	-4%	11%	-6%	-1%	2	Cc1cc(C)nc(N=Nc2c(O)n(Cc3ccc(Cl)cc3)c3ccccc23)n1
-14%[0.0925 µM]	-3%	-2%	32%[activator]	i	-8%	11%	-4%	9	CCN(CC)C(=O)CSC1c2ccccc2C(=O)N1c1ccccc1 (centres undefined)
9%	9%	0%	40%[activator]	-6%	-1%	-10%	-4%	0	COC(=O)C(Cc1ccc(O)cc1)NC(=O)C12CC3CC(CC(C3)C1)C2 (centres undefined)
-34%	?	-17%	20%	-14%	-2%	-33%	7%	-19	CCOc1ccc2oc(C(=O)Nc3cc(C)ccn3)c(C)c2c1
18%[59 µM]	?	-10%	35%	i	-3%	-2%	4%	-10	COc1ccc(/C=N/NC(=O)c2cc(-c3ccc4c(c3)OCO4)n[nH]2)cc1OC
?	7%	25µM*	29%	-3%	-1%	-25%	-7%	-1	S=c1[nH]nc(COc2ccccc2)n1/N=C/c1ccncc1
50µM*	8%	-4%	28%	0%	0%	0%	2%	-2	COc1ccccc1C(=O)NC(=O)CSc1nc(C)cs1
?	2%	-20%	15%	-6%	11%	15%	-5%	0	CC(=O)C1=C(O)C(=O)N(Cc2cccnc2)C1c1ccc(Cl)cc1Cl (centres undefined)
21%	-5%	-12%	10%	-8%	5%	-2%	10%	-13	COc1cccc(/C=N/n2cnc3c(cnn3-c3ccccc3)c2=O)c1
2%[59 µM]	-5%	-15%	19%	-5%[11.5 µM]	23%	-10%	-6%	-1	COc1ccc(S(=O)(=O)Nc2ccc3c(c2)OCO3)cc1
nt	-3%	-22%	22%	nt	14%	nt	-2%	2	CC(/C=C/c1ccc2c(c1)OCO2)=N/NC(=O)CNc1ccc(C)cc1
6%[59 µM]	-12%	5%	43%[activator]	-5%	-9%	22%	1%	4	O=C(c1ccccc1)n1ccn(-c2ccccc2)c1=S
3%[59 µM]	?	-7%	32%	11%	-13%	nt	7%	-4	Cc1ccc(N(CC(=O)N2CCN(c3cc(Cl)ccc3C)CC2)S(=O)(=O)c2c(C)noc2C)cc1
7%	-3%	-12%	25%	-1%	-2%	-12%	3%	-2	COc1ccc(CC(=O)N2CCC(n3nccc3NC(=O)C3CCOC3)CC2)cc1 (centres undefined)
?	1%	-36%	-5%	i	?	2%	2%	-6	O=C(Cc1noc2ccccc12)NNC(=S)Nc1ccc(Cl)cc1
-38%	-6%	-24%&-29%	34%&-5%	-4%	10%	-8%	0%&1%	6	COc1ccc(C2Nc3ccccc3C(=O)N2Cc2ccco2)cc1COc1ccc([N+](=O)[O-])cc1 (centres undefined)
40µM*	-6%	?	11%	-6%	-5%	-7%	?	6	CCOC(=O)c1c(/N=C/N(C)C)sc(/C=N/Nc2ccccc2)c1-c1ccccc1Cl
?	-27%	-32%	9%	-4%	10%	-19%	3%	0	COc1ccc(CNC(=S)NC(C)CCc2ccccc2)cc1 (centres undefined)
14%[59 µM]	-2%	-4%	28%	-1%	-2%	-6%	32%[activator]	33	Cc1ccc(Oc2coc3cc(OC(=O)c4cccs4)ccc3c2=O)cc1
0%[0.501 µM]	-6%	0%	60%[activator]	-7%	16%	20%	?	-2	O=C(CSc1nnc(-c2ccc(Cl)cc2)o1)NNC(=O)c1ccncc1
?	-20%	-11%	34%	-8%	-5%	-11%	1%	11	CCc1cc(CNC(=O)CCc2nnc(CCCc3ccccc3)o2)on1
22%[59 µM]	-3%	-13%	-1%	i	0%	1%	8%	-13	CC(NC(=O)C(=O)Nc1c2c(nn1-c1ccccc1)CSC2)c1ccccc1 (centres undefined)
-4%[12.7 µM]	-5%	-16%	29%	nt	-9%	-2%	0%	0	CCn1c(=O)n(CC)c2cc(S(=O)(=O)N3CCOCC3)ccc21
6%[0.501 µM]	1%	-1%	38%	-4%	-4%	14%	5%	-4	CC1CN(S(=O)(=O)c2cccc(C(=O)N=c3sccn3C)c2)CC(C)O1 (centres undefined)
-2%[59 µM]	-12%	-15%	66%[activator]	-1%	0%	-1%[57.1 µM]	18%	-1	CC(C)(C)OC(=O)N1CCC(c2c(C(=O)N3CCc4ccccc4C3)cnn2-c2ccc(Cl)cc2)CC1
50µM*	-22%	-4%	36%	3%	-4%	-37%	-9%	0	CC(=O)Nc1ccc(/C=N/NS(=O)(=O)c2cc(C)ccc2C)cc1
-18%	-18%	28µM*	23%	i	4%	28µM*	-10%	-3	O=C(Nn1cc(C(=O)Nc2ccccc2F)c2ccccc2c1=O)c1cnccn1
10%	0%	-14%	20%	i	5%	-10%	-4%	1	CCOc1cc(NC(=S)NCCCN2CCOCC2)c(OCC)cc1NC(=O)c1cccs1
-41%[12.7 µM]	-22%	-16%	17%	-4%	-2%	-32%	2%	-6	CCCCCCn1c(C(C)NC(=O)c2ccco2)nc2ccccc21 (centres undefined)
22%	-21%	-2%	31%	i	19%	4%	0%	-3	Cc1c(O)ccc2c(-c3ccccc3)cc(=O)oc12
-23%	-12%	-7%	42%[activator]	-1%	-1%	7%	-1%	-5	Cc1cccnc1NC(=O)C1CCN(S(=O)(=O)c2ccc3c(c2)CCC(=O)N3)CC1
-22%[59 µM]	-19%	-10%	47%[activator]	i	0%	13%[57.1 µM]	3%	3	Cc1nc(N2CCOCC2)c2c(C(=O)N(C)Cc3ccccc3)c(C)oc2n1
-27%[12.7 µM]	-9%	11%	35%	-7%	6%	2%	-8%	1	COC(=O)c1cc(S(=O)(=O)N2CCC(C)CC2)ccc1F

Screening results from PubChem.
